HT1080 IDH1KD tx – qHTS for induction of synthetic lethality in tumor cells producing 2HG: qHTS for the HT-1080-IDH1KD cell line; HT-1080 IDH1 knockdown viability, ATP luminescence, 48 h; Potency, µM (series often up to 46.1 µM), without a hit: top-dose activity, negative = toxicity, most hits filed as cytotoxic; hit rate 2% among 360,000;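 also: potency is read from the fitted curve at half-maximal effect; 0% = DMSO wells and -100% = cell-free medium wells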
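% activity derives from luminescence (CellTiter-Glo), normalised to DMSO and no-cell wells. HT-1080-IDH1KD cells, 750/well, had 48 h compound exposure at 37 °C.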
GLP-1R agonist – qHTS of GLP-1 Receptor Agonists. Potency, µM (series often up to 45.6 µM), inactives show top-dose activation, hits mostly activators. AID 624172, 2012. HEK293 GLP-1R CRE-luciferase, luminescence, 4-6 h; cells express a hypersensitive GLP-1R form. hit rate 0.007% among 380,000. Glucagon-like peptide 1 receptor (Homo sapiens), P43220; also: potency is read from the fitted curve at half-maximal effect; % of control where 0% means no effect
Target sequence (P43220 whole entry, looked up): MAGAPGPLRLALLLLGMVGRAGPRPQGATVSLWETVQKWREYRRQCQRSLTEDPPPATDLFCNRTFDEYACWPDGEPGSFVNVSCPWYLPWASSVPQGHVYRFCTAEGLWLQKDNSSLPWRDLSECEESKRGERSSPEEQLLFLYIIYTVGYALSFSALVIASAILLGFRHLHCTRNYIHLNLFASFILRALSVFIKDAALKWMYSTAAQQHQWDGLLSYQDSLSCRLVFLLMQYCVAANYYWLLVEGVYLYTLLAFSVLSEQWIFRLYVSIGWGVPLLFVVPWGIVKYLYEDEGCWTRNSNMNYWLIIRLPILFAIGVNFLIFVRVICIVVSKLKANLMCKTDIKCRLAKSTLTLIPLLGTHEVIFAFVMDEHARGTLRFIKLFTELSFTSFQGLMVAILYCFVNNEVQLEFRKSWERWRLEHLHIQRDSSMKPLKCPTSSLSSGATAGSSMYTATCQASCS
DRD3 agonist – qHTS of D3 Dopamine Receptor Agonist: qHTS; D3R DiscoveRx beta-arrestin cells, luminescence, 90 min; max activation, %; hit rate 0.58% among 410,000; AID 652048, 2013; in the data active = max activation above about 30%; also: 0% is about no effect; mostly tested at two doses, the higher about 12 µM
Target sequence (P35462 whole entry, looked up): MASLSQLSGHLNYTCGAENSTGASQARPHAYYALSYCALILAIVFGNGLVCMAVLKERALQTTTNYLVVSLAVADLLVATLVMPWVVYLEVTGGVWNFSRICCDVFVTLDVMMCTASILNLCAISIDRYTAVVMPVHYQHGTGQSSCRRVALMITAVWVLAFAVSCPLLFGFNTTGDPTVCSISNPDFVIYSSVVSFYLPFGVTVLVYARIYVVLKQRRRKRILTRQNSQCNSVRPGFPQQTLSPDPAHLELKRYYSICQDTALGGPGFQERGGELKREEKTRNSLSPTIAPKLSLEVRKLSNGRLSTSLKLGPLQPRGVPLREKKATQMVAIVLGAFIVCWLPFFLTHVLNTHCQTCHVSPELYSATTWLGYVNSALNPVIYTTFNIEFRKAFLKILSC
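Agonist mode: compounds and dopamine controls were applied to plated cells for 90 min at 37 degrees C after an overnight attachment at 1500 cells/well. Luminescent read-out followed 30 - 60 minutes at room temperature with DiscoveRx detection reagent.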
SW480 rereplic – A quantitative high throughput screen for small molecules that induce DNA re-replication in SW480 colon adenocarcinoma cells. SW480 DNA re-replication, Hoechst DNA content imaging, 48 h. Potency, µM (titrated, usually from 46.1 µM), for the others: at the highest dose re-replication activation, hits mostly activators. hit rate 1.8% among 340,000. AID 624297, 2012; also: potency is read from the fitted curve at half-maximal effect; % of control where 0% means no effect; nearly all actives have a fitted effect of over 55% in size
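Image-based read-out: total Hoechst fluorescence of nuclei (405 nm excitation, 500-530 nm emission), with hits raising the fraction of high-intensity nuclei. SW480 colon cells incubated 48 hr with compounds at 37 C.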
IL-1B inflam inh – qHTS for Inhibitors of Inflammasome Signaling: IL-1-beta AlphaLISA Primary Screen; AID 743279, 2014; hit rate 4.7% among 360,000; THP-1 LPS/ATP IL-1B secretion, AlphaLISA, 16 h; hits give low values; activity change, % at 57.5 µM; in the data active = activity change below about -50%; inconclusive = mostly about -30% to -49%; also: % is scaled to controls: 0 for no effect and ±100 for the full control effect
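Secreted IL-1B measured by AlphaLISA bead assay after 16 h compound exposure of THP-1 cells; compounds (final up to 57.5 uM) added 1 h before LPS (250 ng/mL) and ATP (1.25 mM) stimulation; lower signal means less secretion.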
DRD3 antagonist – qHTS of D3 Dopamine Receptor Antagonist: qHTS; D(3) dopamine receptor (Homo sapiens), P35462; D3R cells, DiscoveRx beta-arrestin luminescence, antagonist mode; hits give low values; max response, negative = inhibition, %; hit rate 2.5% among 360,000; in the data active = max response below about -50%; inconclusive = no clear call, values can overlap the other calls; also: % is scaled to controls: 0 for no effect and ±100 for the full control effect; mostly tested at two doses, the higher about 12 µM
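Cells expressing the human receptor were seeded at 1500 cells/well, incubated overnight at 37 degrees C in 5% CO2, then exposed to library compounds with dopamine controls for 90 minutes at 37 degrees C before luminescent detection.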
HT1080-NT tox – qHTS for induction of synthetic lethality in tumor cells producing 2HG: qHTS for the HT-1080-NT fibrosarcoma cell line | Potency, µM (titrated, usually from 46.1 µM), for inactives: at the top dose activity, negative = less viability, most hits filed as cytotoxic | AID 686970, 2013 | hit rate 1.6% among 360,000 | HT-1080-NT fibrosarcoma viability, CellTiter-Glo ATP luminescence, 48 h;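 also: NT is the 2HG producing partner of a matched IDH1 knockdown line; potency is read from the fitted curve at half-maximal effect; 0% = DMSO-treated cells and -100% = media-only wells without cells; nearly all actives have a fitted effect of over 55% in size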
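Toxicity toward the 2HG-producing NT line was scored as %Activity, normalised to DMSO and no-cell wells, from CellTiter-Glo luminescence after 48 hours' treatment.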
KB-3-1 cytotox – qHTS assay for MDR1-selective chemotherapeutics: Primary screen using the parental adenocarcinoma cell KB-3-1. hit rate 1.4% among 400,000. KB-3-1 viability, CellTiter-Glo ATP luminescence, 72 h. Potency, µM (highest dose often 46.1 µM), for inactives: at the top dose activity change, negative = cytotoxic, hits mostly cytotoxic; also: potency is read from the fitted curve at half-maximal effect; % is scaled to controls: 0 for no effect and ±100 for the full control effect; nearly all actives have a fitted effect of over 60% in size
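Luminescent ATP read-out (CellTiter-Glo) measures survival of drug-naive KB-3-1 cells after 72 h compound exposure at 37 °C. Titration series was screened from lowest to highest concentration, with DMSO vehicle plates as background controls.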
KB-V1 cytotox – qHTS assay for MDR1-selective chemotherapeutics: Primary screen using the drug-selected MDR subline cells KB-V1; KB-V1 MDR cells viability, CellTiter-Glo, 72 h; Potency, µM (doses to about 46.1 µM), without a hit: at the top dose activity change, negative = cytotoxicity, hits mostly cytotoxic; hit rate 3.4% among 400,000; AID 1347076, 2019; also: potency is read from the fitted curve at half-maximal effect; % is scaled to controls: 0 for no effect and ±100 for the full control effect; nearly all actives have a fitted effect of over 60% in size
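Luminescent ATP read-out (CellTiter-Glo, 10 min) measures survival of drug-selected KB-V1 MDR cells after 72 h, 37 degrees C compound exposure. Medium: phenol-red-free DMEM, 10% FBS. Values from fitted concentration-response curves.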
* = called active by the depositor; ? = inconclusive; . = no result given; & = joins results of further samples; [ ] = dose if it differs, or a comment. Unless noted, calls follow the shape of the dose curve; as a rule, active = well fitted curve in the direction sought with a large enough effect; inconclusive = small, poorly fitted or top-dose-only effect, or another doubt; inactive = no such curve, though single readings can be large; an effect the other way counts as inactive or inconclusive.

entry	Compound	HT1080 IDH1KD tx	GLP-1R agonist	DRD3 agonist	SW480 rereplic	IL-1B inflam inh
1	NC(=O)C1CCCN(C(=O)c2ccc(-c3cccc(Cl)c3Cl)o2)C1 (stereo not given)	-24%	28%	3	?	-23
2	O=C(Nc1cccc(C(F)(F)F)c1)C1CCN(S(=O)(=O)c2ccc(N3CCCC3=O)cc2)CC1	-20%	-5%	0	?	-19
3	COC(=O)Cc1csc(Nc2ccc(Cl)cc2)n1	6%	2%	-8	?	-4
4	CCc1nc2c(OCC(=O)C(C)(C)C)cccn2c1N(C)C(=O)c1ccc(C)cc1	18%	-7%	-4	.	-18
5	CCn1ccnc1C(O)c1cccc(OC)c1 (stereo not given)	-1%	-21%	-2	-6%	0
6	CC(=O)c1ccc(N2CCN(S(=O)(=O)c3ccc4[nH]c5c(c4c3)CCCCC5)CC2)cc1	.	5%	-8	.	.
7	CC(C)(C)NC(=O)Cn1nnc(-c2ccccc2Cl)n1	-4%	6%	2	-5%	2
8	CN(C)CC/C=C1\c2cc(Cl)ccc2Sc2cc(F)c(F)cc21	-17%	9%	-18	-1%	-11
9	COc1cccc(CNC(=O)CSc2ccc(-c3ccccn3)nn2)c1	-13%	17%	0	22%	25
10	Cc1ccccc1NS(=O)(=O)c1ccc(NC(=O)c2ccco2)cc1	-9%	10%	0	2%	?
11	COc1ccc(Cl)cc1C(=O)NNC(=O)CSc1nncn1C	-1%	5%	-6	-24%	13
12	O=C(O)COc1ccc(/C=N/NC(=O)c2cn(-c3ccccc3)nc2-c2ccccc2)cc1	-9%	2%	-3	0%	1
13	Cc1ccc(NC(=O)c2nc[nH]c2C(=O)Nc2ccccc2F)cc1	10%	-8%	1	.	0
14	O=[N+]([O-])c1cc(Br)ccc1C[n+]1ccccc1	15%	-1%	1	10%	22
15	O=C(Nc1ccnn1C1CCN(Cc2ccc(F)cc2)CC1)C1CC1	8%	5%	-13	-4%	-12

entry	DRD3 antagonist	HT1080-NT tox	KB-3-1 cytotox	KB-V1 cytotox
1	3	?	-6%	-6%
2	1	0%	-6%	?
3	-16	5%	-6%	9%
4	-4	13%	0%	-1%
5	12	0%	-3%	27%
6	.	.	?	?
7	10	2%	-1%	13%
8	-104*	?	-4%	-14%
9	-22	-10%	?	-72%
10	-8	-10%	-22%	-23%
11	4	4%	-2%	?
12	13	-1%	-16%	-13%
13	17	?	?	-2%
14	19	4%	-1%	3%
15	?	1%	1%	-1%

The listing continues:
entry	Compound	HT1080 IDH1KD tx	GLP-1R agonist	DRD3 agonist	SW480 rereplic	IL-1B inflam inh
16	O=C(NC1CCCCCCC1)C1CCCN(S(=O)(=O)c2cnc[nH]2)C1 (stereo not given)	-7%	10%	-14	-1%	-4
17	CC(C)NC(=O)c1ccccc1NC(=O)Cc1ccc(Br)cc1	-11%	16%	-4	?	-3
18	O=C(NCc1cccnc1)Nc1ccc(Br)cc1	18%	-1%	-10	0%	-13
19	CCN(CC)CCCNc1nc(CN2CCOCC2)nc2sc3c(c12)CCC3	-13%	2%	-11	6%	6
20	COc1cccc(CNc2ccc3c(c2)ncn3C(C)C)c1OC	-1%	24%	1	1%	0
21	Clc1ccc(-n2ncc3c(NCc4ccccn4)ncnc32)cc1	-10%	-11%	-2	-6%	-17
22	COc1ccccc1CCNC(=O)c1nc(-c2cccs2)no1	-6%	22%	-2	-9%	21
23	COc1ccc(C(C)=O)cc1CSc1nc2ccccc2c(=O)n1-c1ccccc1C	-15%	8%	21	4%	-3
24	Nc1ccc(O)c(-c2nc3ccccc3s2)c1	-2%	-11%	-5	2%	-7
25	C/C(=N\O)C1/C(=N/O)CC2C1C2(C)C (stereo not given)	7%	-14%	3	-10%	-3
26	Cc1cc(Cl)ccc1OCCCC(=O)NNC(=O)c1ccncc1	-11%	0%	0	-16%	-15
27	O=C1Cc2cc(S(=O)(=O)N3CCN(c4ccccc4)CC3)ccc2N1	0%	0%&0%	-2&5	-4%	-17
28	Cc1noc(C)c1COc1cccc(C(=O)N2CCc3ccccc32)c1	-12%	11%	3	20%	5
29	COc1cc(CNC(C)C)c(Br)cc1OC1CCCC1	-12%	5%	-5	2%	-3
30	O=C(CSc1nnc(-c2ccc(Br)cc2)o1)Nc1cccc(C(=O)O)c1	-3%	-4%	-13	-4%	36

entry	DRD3 antagonist	HT1080-NT tox	KB-3-1 cytotox	KB-V1 cytotox
16	3	10%	-1%	9%
17	7	-8%	19%	?
18	-9	13%	-20%	26%
19	4	?	-4%	-2%
20	3	-10%	?	0%
21	6	-3%	-11%	23µM*
22	2	-3%	-6%	-9%
23	13	-16%	0%	21µM*
24	0	-8%	1%	-7%
25	16	-3%[9.24 µM]	3%	19%
26	-22	-1%	?	?
27	17	2%	12%&-19%	21%&5%
28	16	-3%	-11%	?
29	13	-1%	11%	-6%
30	-3	6%	2%	0%

New compounds follow
entry	Compound	HT1080 IDH1KD tx	GLP-1R agonist	DRD3 agonist	SW480 rereplic	IL-1B inflam inh
31	CC(=O)Nc1ccc(S(=O)(=O)N(C)CC(=O)OCC(=O)NCc2ccco2)cc1	-1%	2%	-16	-5%	4
32	O=C(CCNc1cccc(F)c1)c1cccc([N+](=O)[O-])c1	?	-1%	-2	-2%	-86*
33	COc1ccc(OC)c(S(=O)(=O)NCC2CCCO2)c1 (stereo not given)	0%	-2%	1	-7%	0
34	FC(F)(F)c1ccccc1NC(=S)Nn1cnnc1	4%	-3%	3	-1%	-4
35	CCCCCCSc1cc(-c2nc3cnccn3c2NCc2ccccc2)ccc1OC	0%	-3%	51*	?	0
36	O=C(NCCN1CCCCC1)c1c(O)c2ccccc2[nH]c1=O	0%	18%	2	-2%	10
37	CNC(=O)/C(C#N)=C/c1c(F)cccc1Cl	-21%	-4%	-3	1%	-84*
38	COc1cc(Cl)c(C)cc1NC(=O)CSc1ccc(C)cc1	-1%	13%	17	-2%	38
39	Cc1ccc(NC(=O)COC(=O)[C@@H]2CCCN2C(=O)c2cccs2)cc1S(=O)(=O)N(C)C	-14%	-1%	-18	113%	21
40	CC1(C)Cc2c(c(-c3ccco3)nc3sc4c(NCCN5CCOCC5)ncnc4c23)CO1	16µM*	34%	7	-31%[inhibitor]	-181*
41	Cc1ccc(C(=O)C(C(=O)/C=C/c2ccccc2)=C2SCCCS2)cc1	10µM*	-5%	2	?	-111*
42	O=c1[nH]c(SCc2ccc(F)cc2Cl)nc2ccccc12	-2%	16%	8	2%	10
43	CCOc1ccc(N2C(=O)CC(N3CCC(O)(c4ccc(Br)cc4)CC3)C2=O)cc1 (stereo not given)	-6%[9.24 µM]	-3%	8	-9%	5
44	Cc1ccc(NC(=O)C(=O)NCCCN2CCCC2=O)cc1	-5%	-20%	2	-1%	-1
45	Cc1ccc(NC(=O)CSc2nc(=O)n3cc(C)ccc3n2)c(C)c1	13%	-5%	5	-6%	-2
46	COC(=O)c1ccc(/C=C(/NC(=O)c2ccccc2)C(=O)N2CCOCC2)cc1	6%	3%	5	?	-4

entry	DRD3 antagonist	HT1080-NT tox	KB-3-1 cytotox	KB-V1 cytotox
31	-2	0%	-2%	4%
32	13	?	7%	-26%
33	?	10%	-19%	11%
34	12	0%	4%	17%
35	131	-13%	?	?
36	8	2%	28%	-15%
37	0	-12%	?	-10%
38	13	7%	-3%	-8%
39	?	-2%	3%	-9%
40	31	23µM*	8%	4%
41	0	12µM*	8.2µM*	-24%
42	-10	1%	-14%	4%
43	-29	-2%	8%	-13%
44	-22	-9%	-30%	3%
45	5	17%	7%	1%
46	-4	-1%	6%	0%

As a working copy, 4 of the compounds above:
entry	Compound	HT1080 IDH1KD tx	GLP-1R agonist	DRD3 agonist	SW480 rereplic	IL-1B inflam inh
31	CC(=O)Nc1ccc(S(=O)(=O)N(C)CC(=O)OCC(=O)NCc2ccco2)cc1	-1%	2%	-16	-5%	4
32	O=C(CCNc1cccc(F)c1)c1cccc([N+](=O)[O-])c1	?	-1%	-2	-2%	-86*
33	COc1ccc(OC)c(S(=O)(=O)NCC2CCCO2)c1 (stereo not given)	0%	-2%	1	-7%	0
34	FC(F)(F)c1ccccc1NC(=S)Nn1cnnc1	4%	-3%	3	-1%	-4

entry	DRD3 antagonist	HT1080-NT tox	KB-3-1 cytotox	KB-V1 cytotox
31	-2	0%	-2%	4%
32	13	?	7%	-26%
33	?	10%	-19%	11%
34	12	0%	4%	17%
